TRb SRC2 PPI = disrupts binding of human TR beta to SRC2. P10828. Potency, µM (titrated, usually from 106 µM), without a hit: top-dose activity change, negative = inhibition, hits mostly inhibitors. TRbeta-SRC2 peptide binding, fluorescence polarization; receptor liganded with 1 µM T3. 280,000 compounds, 0.065% hits; active = well fitted inhibition curve with a large enough effect; inconclusive = small, poorly fitted or top-dose-only effect, or effect the other way;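 also: plate controls were bound peptide for no effect and peptide without receptor for full effect; nearly all actives have a fitted effect of over 50% in size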
Target sequence (P10828 whole entry, looked up): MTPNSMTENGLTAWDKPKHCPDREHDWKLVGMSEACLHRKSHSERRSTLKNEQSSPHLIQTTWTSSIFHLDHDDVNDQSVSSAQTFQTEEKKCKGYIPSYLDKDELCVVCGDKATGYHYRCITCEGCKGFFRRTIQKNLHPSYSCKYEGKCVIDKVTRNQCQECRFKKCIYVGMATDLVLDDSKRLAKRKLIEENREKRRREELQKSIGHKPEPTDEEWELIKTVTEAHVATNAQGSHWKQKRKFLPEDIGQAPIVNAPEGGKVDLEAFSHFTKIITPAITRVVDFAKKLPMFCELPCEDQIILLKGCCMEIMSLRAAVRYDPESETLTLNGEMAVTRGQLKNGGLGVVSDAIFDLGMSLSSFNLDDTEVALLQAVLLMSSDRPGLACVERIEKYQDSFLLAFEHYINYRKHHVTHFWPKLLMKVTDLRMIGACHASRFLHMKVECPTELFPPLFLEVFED
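Polarization signal, normalized between peptide-alone and full complex controls, measured compound effects on T3-liganded human TRb LBD (0.6 uM) binding 20 nM Texas Red SRC2 peptide after 5 hr.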
TexasRed fluor = Texas Red fluorescence interference in TRb-SRC2 counter-screen; 280,000 compounds, 0.29% hits; Potency, µM (highest dose often 106 µM), inactives show at the top dose fluorescence change, negative = quenching; TRb/SRC2 Texas Red total fluorescence interference; active = well fitted curve in either direction with a large enough effect; inconclusive = small, poorly fitted or top-dose-only effect
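Human TRβ ligand-binding domain (0.6 uM) and Texas Red SRC2 peptide (20 nM) in Tris buffer with 1 uM T3 and 5% DMSO were incubated with pinned compound for 5 hr at ambient temperature. Total fluorescence was computed as S + 2P (555/632 nm).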
Starred values were filed as active, the others as inactive; ? = inconclusive; [ ] = another dose, or the depositor's remark. Unless noted, % is scaled to controls: 0 for no effect and ±100 for the full control effect; potency is read from the fitted curve at half-maximal effect. This is a subset; count on the stated rates, not on these rows.

SMILES	TRb SRC2 PPI	TexasRed fluor
O=C(COc1ccc(Cl)cc1)NCCc1csc(-c2ccc(F)cc2)n1	-4%	-6%
Cc1cccc(-c2nc(Cn3c(=O)cc(-c4ccccc4)c4c(C)nn(C)c43)c(C)o2)c1	-9%	-2%
COc1cc(OC)c(NC(=O)Cn2c(=O)cc(C)c3c(C)nn(-c4ccc(C)cc4)c32)cc1Cl	-15%	?
Cc1cc(Nc2ccc(F)cc2)nc(-n2nc(C)cc2C)n1	-1%	-2%
COc1ccc(N2CC(NC(=O)/C=C\c3ccccc3)CC2=O)cc1OC (centres undefined)	2%	0%
CCOc1ccc(NC(=O)c2c(C)nn(-c3ccc(F)cc3)c2-n2cccc2)cc1	2%	-1%
COc1ccc2c(c1)c1c(c(=O)n(-c3ccc(OC)c(OC)c3)c(=O)n1Cc1ccccc1F)n2C	-11%	0%
CCOc1ccc(OCC)c(NC(=O)C2CCN(c3nnc(-n4cccc4)s3)CC2)c1	2%	2%
O=C(Nc1cccc(Cl)c1)c1ccc(F)c(S(=O)(=O)N2CCC3(CC2)OCCO3)c1	6%	-3%
COc1ccc(C2c3c(n(C)c4ccccc34)C(=O)N2CC(=O)Nc2ccccc2F)cc1 (centres undefined)	1%	-1%
CCCCc1nn2c(=O)cc(COC(=O)c3cccc(NC(=O)COc4ccccc4)c3)nc2s1	6%	-2%
CCOC(=O)c1ccccc1NC(=O)CSc1ccc(-c2sc(C)nc2C)nn1	2%	-3%
Cc1c(Cl)cccc1-n1ncc(C(=O)Nc2ccc3c(c2)OCCO3)c1C1CCN(C(=O)OC(C)(C)C)CC1	3%	-29%
Cc1nc2ccn(Cc3cccnc3)c(=O)c2cc1C(=O)N1CCN(c2ccc(F)cc2)CC1	1%	?
CC(=O)c1ccc(N2CCN(C(=O)c3cc4cc5cc(C)ccc5nc4s3)CC2)cc1	-4%	-1%
Cc1cn(C)c(CC(=O)N2CCN(c3ccccc3F)CC2)c1C(=O)O	2%	4%
CC(=O)c1ccc(NC(=O)CSC2=Nc3ccccc3N=C(c3ccc(F)cc3)C2)cc1	1%	-1%
O=[N+]([O-])c1ccc2c(c1)Cc1ccccc1-2	5%[201 µM]	-6%[201 µM]
CN(C)CCNC(=O)C1CCN(Cc2cc3ccccc3n2Cc2ccccc2)CC1	1%	-2%
Cc1ccc(-n2ncc(C(=O)NCc3ccccc3C)c2-n2cccc2)cc1	1%	-2%
CCOC(=O)c1c(C)[nH]c(CCC(=O)NCCCN2CCN(c3cc(C)ccc3C)CC2)c1C	-13%	-2%
COc1ccccc1NC(=O)C1CCN(S(=O)(=O)c2cn(C)cn2)CC1	-2%	-2%
O=C(c1ccc2c(c1)N(Cc1cccc(Cl)c1)C(=O)c1ccccc1S2(=O)=O)N1CCC(Cc2ccccc2)CC1	-6%	-1%
CC1=C(c2ccc(F)cc2)S(=O)(=O)N=C1N1CCC(C(=O)NCCc2ccccc2)CC1	-5%	-2%
Cc1cccc(C)c1NC(=O)Cn1c(SCC(=O)NCc2ccccc2)nc2ccccc21	-8%	-2%
CCOC(=O)c1cc(-c2ccc(OC)cc2)n(CCC(=O)NC2CCC(C)CC2)c1C (centres undefined)	-5%	-1%
CCOC(=O)N1CCN(C(=O)c2cnn(-c3cccc(C)c3)c2-n2cccc2)CC1	4%	-1%
Cc1nn(S(=O)(=O)c2ccc(C(C)C)cc2)c(C)c1S(=O)(=O)N1CCCCCC1	4%	0%
Cc1cccc(C)c1NC(=O)c1c(C)oc2c1C1=NCCN1C=N2	-5%	-1%
CCOc1ccccc1NC(=O)c1cc(S(=O)(=O)NC2CCCC2)ccc1F	-10%	0%
COC(=O)c1cccc(C)c1S(=O)(=O)NC(=O)Nc1nc(OCC(F)(F)F)nc(N(C)C)n1	-3%[201 µM]	-1%[201 µM]
Cc1cccc(CNS(=O)(=O)c2ccc(-c3coc(C)n3)cc2)c1	-5%	-3%
COc1ccccc1CNC(=O)CN1C(=O)CCc2cc(S(=O)(=O)N3CCCCC3)ccc21	6%	-1%
CC(C)Oc1ccc(CNC(=O)C2CCCCN2S(=O)(=O)c2ccc(F)cc2)cc1 (centres undefined)	0%	0%
Cc1cc(C)c(NC(=O)Cn2c(=O)n(-c3ccc(F)cc3)c(=O)c3c(C)c(C(=O)N(C)C)sc32)c(C)c1	-2%	-21%
COc1ccc(OC)c(CCNc2ncnc3onc(C)c23)c1	2%	0%
O=C(CC1C(=O)N(c2ccc(F)cc2)C(=O)N1Cc1cccnc1)Nc1ccc(F)cc1 (centres undefined)	12%	-3%
COc1ccc(Cn2c(CNS(=O)(=O)c3ccc4c(c3)CCCC4)nc3cccnc32)cc1	-3%	3%
CCOc1ccccc1NC(=O)C1=C(C)Nc2ncnn2C1c1ccc(NC(C)=O)cc1 (centres undefined)	-2%	-32%
COc1ccc(OC)c(CNC(=O)Cc2ccc(NC(=O)N3CCSc4ncccc43)cc2)c1	4%	-2%
COc1ccc(SCc2cc(=O)c3cc(Cl)ccc3[nH]2)cc1	-2%	0%
COc1ccc(NC(=O)c2c(-c3ccc(C)cc3)nnc3ccccc23)c(OC)c1	-3%	0%
O=C(Nc1ccccc1C(F)(F)F)N1CC=C(c2c[nH]c3ccccc23)CC1	1%	-5%
COc1ccc(Cl)cc1-n1nnc(-c2nc(-c3ccccc3)no2)c1C	-1%	1%
CC(=O)c1cc(-c2ccccc2)n(CCC(=O)Nc2nc3c(C)cccc3s2)c1C	4%	-5%
CCOc1cc2c(cc1OCC)C(CC(=O)O)N(C(=O)Nc1ccc(Br)c(C)c1)CC2 (centres undefined)	0%	0%
CCc1ccc(NC(=O)CN2C(=O)CCSc3ccc(S(=O)(=O)N4CCCC4)cc32)cc1	1%	-2%
CCOC(=O)c1c(S(=O)(=O)NCC(=O)Nc2cccc(CC)c2)c(C)n(C)c1C	-1%	2%
CCCC/C=C/CCCCO	3%[201 µM]	-3%[201 µM]
COc1ccc(-n2ncc(C(=O)Nc3ccc4c(c3)OCCO4)c2C2CCN(C(=O)OC(C)(C)C)CC2)cc1	-6%	?
CC(C)CN(CCNC(=O)c1cc(=O)[nH]c2ccc(S(=O)(=O)N3CCCCCC3)cc12)CC(C)C	-6%	-1%
Cc1ccccc1CN1C(=O)c2ccccc2Sc2ccc(C(=O)NCc3ccccc3)cc21	4%	-3%
Cc1cc2c(cc1S(=O)(=O)N(CCN(C)C)Cc1ccccc1)OCC(=O)N2	-8%	-2%
CCOC(=O)c1cc(S(=O)(=O)N2CCN(c3ccc(OC)cc3)CC2)[nH]n1	7%	2%
Cc1cccc(-c2nn3c(=O)cc(CN4CCN(S(=O)(=O)c5ccc(Cl)cc5)CC4)nc3s2)c1	-3%	0%
CCOC(=O)c1ccc(N2CCN(c3ccccc3F)CC2)c(NC(=O)Nc2ccc(Cl)c(Cl)c2)c1	-1%	-1%
CCCNc1ncnc2c1c(-c1ccccc1)cn2-c1ccccc1	-11%	-1%
O=C(Nc1ccc2c(c1)N(C1CCCC1)C(=O)c1ccccc1S2)c1ccccc1F	-6%	0%
Cc1cn(C)c(CC(=O)Nc2ccc(F)cc2Cl)c1C(=O)O	2%	0%
O=C(Cn1nc2c(cc1=O)CCCC2)NCc1ccccc1Cl	-1%	0%

Compounds from the list above with an NH in an aromatic ring (5):
SMILES	TRb SRC2 PPI	TexasRed fluor
CCOC(=O)c1c(C)[nH]c(CCC(=O)NCCCN2CCN(c3cc(C)ccc3C)CC2)c1C	-13%	-2%
COc1ccc(SCc2cc(=O)c3cc(Cl)ccc3[nH]2)cc1	-2%	0%
O=C(Nc1ccccc1C(F)(F)F)N1CC=C(c2c[nH]c3ccccc23)CC1	1%	-5%
CC(C)CN(CCNC(=O)c1cc(=O)[nH]c2ccc(S(=O)(=O)N3CCCCCC3)cc12)CC(C)C	-6%	-1%
CCOC(=O)c1cc(S(=O)(=O)N2CCN(c3ccc(OC)cc3)CC2)[nH]n1	7%	2%

Whole records, quoted from the list. Screens in order: TRb SRC2 PPI, TexasRed fluor
COc1ccc(-n2ncc(C(=O)Nc3ccc4c(c3)OCCO4)c2C2CCN(C(=O)OC(C)(C)C)CC2)cc1 is listed as -6%, ?
CCOC(=O)c1cc(S(=O)(=O)N2CCN(c3ccc(OC)cc3)CC2)[nH]n1 is listed as 7%, 2%
CC(C)CN(CCNC(=O)c1cc(=O)[nH]c2ccc(S(=O)(=O)N3CCCCCC3)cc12)CC(C)C is listed as -6%, -1%
Cc1cn(C)c(CC(=O)Nc2ccc(F)cc2Cl)c1C(=O)O is listed as 2%, 0%
Cc1ccccc1CN1C(=O)c2ccccc2Sc2ccc(C(=O)NCc3ccccc3)cc21 is listed as 4%, -3%

The listing continues:
SMILES	TRb SRC2 PPI	TexasRed fluor
CC1CCN(S(=O)(=O)c2ccc3c(ccc(=O)n3CC(=O)NCc3ccc(Cl)cc3)c2)CC1	1%	2%
Cc1ccc(C(=O)Nc2ccc3c(c2)N(C)C(=O)c2ccccc2S3)cc1F	0%	0%
O=C(NCc1ccccc1Cl)c1ccc2c(c1)ncn2-c1cccc(F)c1	-5%	-6%
CC(=O)N1CCN(c2csc3ccc(Br)cc3c2=O)CC1	11%	7%
CCN(C(=O)Cn1c(=O)n(Cc2ccccc2)c(=O)c2c1c1cc(OC)ccc1n2C)c1ccccc1	-9%	0%
COc1ccc(CNC(=O)c2cccn2-c2nnc(N3CCCCC3)s2)c(OC)c1	-7%	2%
COc1ccc(C2Nc3ccccc3-c3cc(C)nn32)cc1OC (centres undefined)	-6%	-2%
COC(=O)CN1C(=O)CSc2ccc(S(=O)(=O)Nc3cc(C)ccc3C)cc21	3%	-2%
COc1cccc(Nc2sc(C(=O)c3ccc(Cl)cc3)c(N)c2C(=O)NCc2ccc(C)cc2)c1	9%	3%
Cc1ccc(NC(=O)Nc2nnc(SCC(=O)N3CCCCC3)s2)cc1	-2%	-1%
CCOC(=O)C1CCC(CN(Cc2ccc(OC)cc2)S(=O)(=O)c2ccc(F)c(C(=O)Nc3cc(Cl)ccc3OC)c2)CC1 (centres undefined)	-5%	-1%
COc1ccc2c(c1)c1c(c(=O)n(-c3ccccc3)c(=O)n1CC(=O)NCCC1=CCCCC1)n2C	-4%	-2%
c1ccc(CNc2ncnc3[nH]ncc23)cc1	5%	-2%
COc1ccc(-c2noc(-c3nnn(-c4ccc(C)cc4C)c3C)n2)cc1	-2%	-1%
CN(C)c1ccc(C(CNC(=O)c2cccc(C(F)(F)F)c2)N2CCCC2)cc1 (centres undefined)	6%	-3%
COc1cccc(CSc2nc3n(n2)C(c2ccccc2C)C(C(=O)Nc2ccccc2OC)=C(C)N3)c1 (centres undefined)	2%	-3%
CCCN(C(=O)Nc1cn(CC(C)C)c(=O)c2ccccc12)c1ccc(F)cc1	-4%	-37%
CN(C)C(=O)c1ccc2c(c1)N(CC(=O)NCc1ccccc1Cl)C(=O)C1CCCCN21 (centres undefined)	5%	0%
CCOc1ccccc1Nc1sc(C(=O)c2ccccc2)c(N)c1C(=O)Nc1ccccc1	3%	-20%
COc1ccc(C(CC(=O)NCc2ccc(Cl)cc2)N2Cc3ccccc3C2=O)cc1OC (centres undefined)	5%	1%
Cc1ccc(NC(=O)c2cc(S(=O)(=O)N3CCCC(C)C3)cn2C)c(Br)c1 (centres undefined)	-1%	?
Cc1ccc(C)c(NC(=O)C2CCCN(S(=O)(=O)c3cn(C)cn3)C2)c1 (centres undefined)	4%	-3%
COCCNC(=O)c1ccc2c(c1)NC(=O)C(CS(=O)(=O)Cc1ccc(F)cc1Cl)N2 (centres undefined)	6%	?
CC(C)(C)c1ccc(C(=O)NCC(c2cccs2)S(=O)(=O)c2ccc(F)cc2)cc1 (centres undefined)	-8%	0%
COCCn1c(C)cc(O)c(C(c2ccc(OC)cc2)N2CCCCC2)c1=O (centres undefined)	2%	-2%
CCOC(=O)N1CCc2c(sc(NCc3sccc3C)c2C(=O)Nc2ccc(OC)cc2OC)C1	0%	-3%
Cc1ccc(CNC(=O)c2ccc3c(c2)NC(=O)C(CS(=O)(=O)Cc2cccc(C)c2)N3)cc1 (centres undefined)	-5%	-1%
Cc1ccc(OCc2nnc(SCC(=O)Nc3ccccc3C(C)C)o2)cc1	-1%	-2%
COCCn1ccc2c(OCC(=O)NCc3ccc(F)cc3)cccc2c1=O	-1%	-1%
Cc1ccc(CNC(=O)CN2N=C(c3ccccc3)CCC2=O)cc1	4%	-1%
CCCC(=O)NCC(c1ccc2c(c1)OCO2)N1CCN(c2ccc(F)cc2)CC1 (centres undefined)	5%	-6%
OCc1cnc(SCc2cccc(F)c2)n1Cc1ccc(F)cc1	-1%	1%
COc1ccc(CCNC(=O)c2ccc3c(c2)nc2n3CCC(C)C2)cc1OC (centres undefined)	0%	-3%
CCOC(=O)c1c(SCC(=O)Nc2nc3ccccc3s2)nc(=O)[nH]c1C	1%	-7%
Cc1cccc(C)c1-n1ncc(C(=O)NC2CCCC2)c1C1CCN(C(=O)OC(C)(C)C)CC1	4%	7%
c1ccc(-c2cn(-c3ccccc3)c3ncnc(N4CCN(c5ccccc5)CC4)c23)cc1	0%	-2%
CC(=O)Nc1cc(C(=O)NCc2ccc(F)cc2)ccc1Sc1ccc(C)cc1	-6%	-2%
Cc1ccc(NC(=O)c2cc3ccccn3n2)cc1F	3%	-1%
COc1ccc(-n2ccnc(NCc3cccs3)c2=O)cc1OC	-1%	-1%
